# Assay outcomes deposited in PubChem BioAssay by The Scripps Research Institute Molecular Screening Center.
# proKLK7 act: proKLK7 (human) activation, primary screen. P49862. purified proKLK7, EDANS-DABCYL substrate fluorescence; 100% is mature enzyme control, 0% vehicle. activation, % at 7 µM. 0.9% of 370,000 active. AID 652039;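 active = activation above the mean of all tested compounds plus 3 SD, computed per campaign excluding outliers beyond control limits, cut at about 13% in these data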
# PLC-gamma1 inh: PLC-gamma1 (human) inhibition, primary screen. purified PLC-gamma1, fluorogenic substrate, fluorescence. AID 720700. P19174. inhibition, % at 12.2 µM. 0.84% of 370,000 active; in the data active = inhibition above about 9.5%
# Tn6 DDE FP: DD(E)-Tn6 binding inhibition, primary FP screen; Fibrin DD(E) TRITC-Tn6 fluorescence polarization displacement; inhibition, % at 8.3 µM; 0.21% of 370,000 active; AID 720509;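 active = inhibition above a per-campaign cutoff: mean of compounds within control limits plus 3 SD, cut at about 15% in these data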;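 note: 0% = median of all compound wells on the plate and 100% = blocking peptide control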
# ASAP1 GAP inh: ASAP1 ArfGAP inhibition | ASAP1-stimulated ARF1 GTP hydrolysis, GDP FP detection | inhibition, % at 16.5 µM | 0.19% of 360,000 active | AID 624377; in the data active = inhibition above about 25%;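 note: 0% = vehicle with enzyme and substrate and 100% = no enzyme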
# TDP2 absorb: TDP2 (human) inhibition, absorbance primary screen. O95551. recombinant TDP2, T5PNP hydrolysis, p-nitrophenol absorbance 415 nm. inhibition, % at 12.8 µM. 0.34% of 370,000 active. AID 720702;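 active = inhibition above the mean of all tested compounds plus 3 SD, set per campaign, cut at about 25% in these data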;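 note: 0% = DMSO with enzyme and 100% = buffer with substrate but no TDP2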
#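 Material: recombinant human TDP2; quantity: TDP2 enzyme at 120 nM final; medium: Tris-HCl pH 7.5 with MgCl2; compound: single concentration, 12.8 µM nominal, with 1% DMSO; incubation: 2 h enzyme incubation at 37 °C; signal: epi absorbance; measure: percent inhibition; benchmarks: high control without enzyme, low control DMSO plus TDP2; repeats: singlicate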
# ARFGAP1 inhibitor: inhibits rat ARF GTPase activating protein 1. inhibition, % at 16.5 µM. 0.26% of 360,000 active. Q62848. Arfgap1-stimulated ARF1 GTP hydrolysis, GDP FP detection. AID 651572;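 active = inhibition above a per-plate limit, mean inhibition of low control wells plus 3 SD, cut at about 25% in these data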;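 note: 0% = DMSO wells with enzyme and 100% = wells lacking Arfgap1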
#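 Material: rat Arfgap1 GAP domain (His6, aa 1-136), purified enzyme. Also added: human ARF1(Δ1-17)-GTP substrate. Compound dosing: 16.5 µM single point, 1.26% DMSO. Timing: enzyme reaction 120 min at 25 °C after 20 min preincubation. Signal: GDP detection by fluorescence polarization. Read-out basis: percent inhibition of GAP-stimulated GDP formation, scaled between DMSO and no-Arfgap1 medians.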
# ADAM17 inh: inhibitors of human ADAM17; P78536; recombinant ADAM17, EDANS/DABCYL FRET peptide cleavage; inhibition, % at 6.95 µM; 0.83% of 370,000 active; AID 720648;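 active = inhibition above the mean of compounds lying between control limits plus 3 SD, set per campaign, cut at about 8.5% in these data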;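 note: 0% = DMSO-only wells as the low control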
# ADAM10 inh: ADAM10 inhibition, QFRET primary screen; O14672; recombinant ADAM10, EDANS/DABCYL FRET peptide cleavage, 3 h; inhibition, % at 7 µM; 0.62% of 370,000 active; AID 720582;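 active = inhibition above a per-campaign cutoff equal to the mean of compounds falling between control-based bounds plus 3 SD, cut at about 20% in these data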;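 note: 0% = DMSO wells while the 100% control is not disclosed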
# DDE Tn7 FP inh: disrupts Tn7 cyclic peptide binding to fibrin D-Dimer-E complex; FP displacement of FITC-Tn7 peptide from fibrin DD(E); 0% = median of compound wells per plate; AID 720508; inhibition, % at 8.3 µM; 0.13% of 370,000 active;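 active = inhibition above the mean of compounds falling within the control limits plus 3 SD of them, cut at about 14% in these data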;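 note: 0% = plate median of compound wells and 100% = 10 µM Aha-Tn7 peptide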
#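 Assay system: human fibrin DD(E) protein / Input: 2 µM fibrin DD(E) / Benchmarks: high control of 10 µM Aha-Tn7 peptide / Measured by: fluorescence polarization of the labelled Tn7 tracer / Medium: Tris buffer with calcium and detergent, pH 7.8 / Timing: 10 min compound pre-incubation, 3 h probe incubation at room temperature / Repeats: one replicate per compound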
# LEDGF integ inh: blocks HIV-1 LEDGF/p75-dependent DNA integration. 0.64% of 370,000 active. TR-FRET IN-LEDGF/p75 DNA integration, Eu/Cy5. AID 743269. inhibition, % at 3.7 µM;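 active = inhibition above the screen-wide mean plus 3 SD, cut at about 13% in these data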;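 note: signal is the Cy5 over europium emission ratio at 671 and 618 nm; 0% = plate median of compound wells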
# The depositor's hits bear a star.
SMILES,proKLK7 act,PLC-gamma1 inh,Tn6 DDE FP,ASAP1 GAP inh,TDP2 absorb,ARFGAP1 inhibitor,ADAM17 inh,ADAM10 inh,DDE Tn7 FP inh,LEDGF integ inh
O=C(/C=C/c1ccccc1[N+](=O)[O-])NNC(=O)c1ccncc1,-0.1,7.2,8.7,-8.3,-10.3,-13.4,4.0,-8.1,6.5,-5.7
COC(=O)CSc1nnc(-c2ccncc2)o1,-0.4,4.9,-3.9,2.9,-2.4,4.9,-3.5,0.6,-1.4,-3.2
COc1ccc(Cn2cc(CN3CCS(=O)(=O)N(Cc4ccc(-c5cccc(Cl)c5)cc4)C(C)C3=O)nn2)cc1 (configuration not stated),0.8,1.2,6.0,7.6,-3.8,11.2,10.0*,9.2,5.2,79.8*
COc1cc(O)c(C(CC(=O)N2CCCCC2)c2ccc(N(C)C)cc2)c(OC)c1 (configuration not stated),0.4,-1.5,5.5,-0.6,3.4,-9.2,-4.6,-0.2,0.0,0.9
CCOC(=O)c1c(C)n(-c2ccc(C)cc2)c2c(C(C(C)=O)C(=O)O)c(Br)c(O)c(O)c12 (configuration not stated),2.2,-18.7,1.9,-12.9,0.6,-10.8,-12.7,-32.3,6.0,1.7
Cn1c(SCC(=O)OC2CCCCC2)nnc1-c1ccc(S(=O)(=O)N2CCCC2)cc1,0.6,1.1,-3.6,-0.4,-12.6,7.2,-3.0,-1.3,1.4,0.7
Cc1nc(NC(=O)/C=C/c2ccco2)sc1C,0.6,-10.3,-5.8,-0.7,6.8,-0.7,-0.2,-3.8,10.3,3.6
CC(=O)c1cc(Cl)ccc1OCC(=O)NC1CCCC1,0.1,2.9,7.3,-9.3,5.7,8.5,-4.1,-10.2,4.6,10.5
COc1ccc(C(=O)Oc2ccc(/C=N/O)cc2)cc1,0.3,1.9,2.8,-1.2,8.9,2.5,3.0,6.6,0.8,0.3
CC(=O)NC(CCS(C)(=O)=O)C(=O)Nc1cccc2ccccc12 (configuration not stated),-0.1,1.1,-2.5,8.4,4.8,1.8,-1.1,-6.3,3.1,0.3
CN(CC(=O)N1CCN(Cc2ccccc2)CC1)C(=O)Cc1cccc2ccccc12,-0.5,0.2,6.2,10.6,-9.6,-0.4,-5.1,-0.4,4.4,7.4
COc1cc(OC)cc(C(=O)Nc2ccc(S(=O)(=O)Nc3cc(C)nc(C)n3)cc2)c1,0.5,0.8,6.2,-11.7,9.1,-0.3,-1.6,0.8,3.9,3.1
CN1CCN(C(=O)c2ccccc2Nc2ccc(SC(F)F)cc2)CC1,0.2,-4.7,-9.6,10.0,-9.4,6.2,2.1,-5.0,-7.1,1.6
NNC(=O)CNC(=O)c1ccc(F)cc1,-0.1,-2.7,6.0,-10.5,2.6,-9.8,-2.3,-6.0,-0.6,-2.2
Cc1ccc(S(=O)(=O)c2nc(S(C)(=O)=O)sc2N2CCN(C)CC2)cc1,0.1,2.0,-0.1,1.6,0.6,-2.9,0.6,-2.9,4.3,0.7
O=C(Nc1nccs1)c1cccc(S(=O)(=O)N2CCCCC2)c1,0.7,2.0,5.0,-1.3,-3.6,7.1,-2.2,4.3,6.6,0.5
O=C(CCN=C1NS(=O)(=O)c2ccccc21)OCc1c(F)c(F)c(F)c(F)c1F,0.5,-2.8,-5.2,3.1,-13.6,-7.6,-0.8,1.7,-3.3,3.4
CN(C)C(/C=C/Nc1ccc([N+](=O)[O-])cc1)=C(C#N)C#N,-0.7,1.6,-3.4,4.5,4.1,8.1,-4.7,2.6,0.9,-2.5
COC(=O)c1ccccc1NC(=O)CCS(=O)(=O)c1cc2c(cc1C)NC(=O)CO2,0.1,-1.0,-7.0,-1.7,-2.0,-5.3,-7.4,-10.9,1.8,5.5
COc1ccc(/C=C2\SC(N3CCCCC3)=NC2=O)cc1,0.6,4.8,-8.5,-3.9,-8.1,3.4,2.0,3.9,-3.7,1.2
N[C@@H](Cc1cnc[nH]1)C(=O)Nc1ccc2ccccc2c1,0.0,-5.3,1.7,-4.4,10.9,-0.9,-2.2,3.6,4.1,0.3
CC(C)CNC(=S)N1CCC(Cc2ccccc2)CC1,-0.2,2.8,-1.8,-9.6,1.7,3.4,-2.9,5.2,-6.7,0.7
CN(CC(=O)Nc1cccc(F)c1)C(=O)CCCc1nc2ccccc2c(=O)[nH]1,-0.5,1.4,4.9,7.1,-16.3,-4.2,-4.6,-4.8,3.1,-1.8
Cc1cc(-c2csc(NC(=O)c3ccc(C#N)cc3)n2)c(C)n1Cc1ccccc1,-0.4,-5.0,-1.6,2.2,-10.4,6.3,2.1,14.0,-3.0,-0.1
CC1(C(=O)NS(=O)(=O)Cc2ccccc2)CCN1C(=O)Cc1cc(F)ccc1F (configuration not stated),1.0,3.3,3.2,4.1,0.3,6.8,-5.4,-11.0,2.1,-1.4

# Fetched by compound from the entries so far (2):
SMILES,proKLK7 act,PLC-gamma1 inh,Tn6 DDE FP,ASAP1 GAP inh,TDP2 absorb,ARFGAP1 inhibitor,ADAM17 inh,ADAM10 inh,DDE Tn7 FP inh,LEDGF integ inh
CC1(C(=O)NS(=O)(=O)Cc2ccccc2)CCN1C(=O)Cc1cc(F)ccc1F (configuration not stated),1.0,3.3,3.2,4.1,0.3,6.8,-5.4,-11.0,2.1,-1.4
CN(CC(=O)Nc1cccc(F)c1)C(=O)CCCc1nc2ccccc2c(=O)[nH]1,-0.5,1.4,4.9,7.1,-16.3,-4.2,-4.6,-4.8,3.1,-1.8

# (next part)
SMILES,proKLK7 act,PLC-gamma1 inh,Tn6 DDE FP,ASAP1 GAP inh,TDP2 absorb,ARFGAP1 inhibitor,ADAM17 inh,ADAM10 inh,DDE Tn7 FP inh,LEDGF integ inh
CC(C)CN1CCN(C(=O)CCc2nnc(Cc3c[nH]c4ccccc34)o2)[C@@H](C)C1=O,0.8,0.2,-3.0,-10.9,-15.9,11.1,1.5,-2.2,-4.6,-0.7
CCc1ccc(NC(=O)C2CCN(S(=O)(=O)c3ccc4c(c3)CC(C)N4C(C)=O)CC2)cc1 (configuration not stated),0.0,-2.6,-9.6,13.4,-6.6,5.7,-0.5,-18.2,3.1,-4.2
CC(=O)NS(=O)(=O)c1ccc(NC(=O)c2ccc3c(c2)C(=O)N(CCC(C)C)C3=O)cc1,1.6,-0.7,-5.9,0.5,-1.0,-8.3,1.7,1.0,3.5,0.0
COc1ccc(-c2nc(CN3CCN(Cc4ccccc4)CC3)c(C)o2)cc1,-0.4,1.3,0.3,0.9,6.3,-5.5,-2.1,79.5*,1.4,-0.1
CCCNC(=O)c1cc(S(=O)(=O)N2CCc3ccccc32)cn1C,0.1,-0.1,4.6,6.6,-3.0,-19.9,-1.9,-9.3,-0.4,-4.3
COC(=O)c1ccccc1NC(=O)Nc1ccc(Cl)cn1,0.0,4.5,0.0,5.9,-5.9,-1.8,-0.1,1.4,1.5,-3.2
CCCOC(=O)c1cc(NC(=O)/C=C/c2ccccc2)ccc1O,0.6,-1.1,1.9,8.7,-4.8,0.9,3.1,15.8,5.8,-3.6
O=C(Nc1ccccn1)c1sc2cc([N+](=O)[O-])ccc2c1Cl,-0.5,0.5,3.8,5.3,10.6,8.6,-6.9,-0.1,-0.8,-1.7
N#Cc1ccc(-c2ccc(C3Nc4ccccc4C(=O)N3O)o2)cc1 (configuration not stated),-5.7,-39.3,4.0,4.0,-5.7,4.3,-21.2,-91.3,-7.6,0.7
CC1CC1C(=O)NCCc1ccc(Cl)cc1 (configuration not stated),-0.5,3.9,4.7,1.5,3.3,1.5,-1.1,2.5,-3.9,-2.2
CCOCCn1c(SC)nc2c1c(=O)[nH]c(=O)n2C,-0.6,3.2,6.0,5.3,-7.3,5.4,-1.1,-6.0,4.4,0.4
CC(=O)c1cccc(NC(=O)COC(=O)Cc2ccc(Cl)cc2)c1,0.6,-3.9,2.4,-10.6,13.5,1.5,-0.6,-3.2,-2.0,-1.7
OC[C@@H]1CN(Cc2ccccc2)C[C@H](n2cnc3c(NC4CCCC4)ncnc32)O1,0.6,1.4,13.5,9.0,-0.5,-14.2,-3.0,-5.4,-7.3,-1.0
COc1ccc(NC(=O)COC(=O)c2ccco2)c([N+](=O)[O-])c1,0.6,0.0,-3.3,-3.3,11.0,-7.3,-2.2,3.7,1.4,-0.3
COc1ccccc1C(=O)NCC(C)(C)CN=C1NS(=O)(=O)c2ccccc21,-0.1,0.7,4.3,1.4,8.5,-10.1,-2.6,-0.5,-6.7,0.3
Cc1cc(C)c2c3c(cn2n1)c(=O)n(C)c(=O)n3C,0.4,-22.5,-3.9,6.3,-1.6,-1.2,-6.9,-8.1,3.7,-0.4
O=C(c1cc(COc2ccc(F)cc2Cl)on1)N(Cc1ccncc1)CC1CCCO1 (configuration not stated),0.3,-0.5,-5.6,-1.8,0.3,0.0,1.8,-3.4,-1.3,0.0
O=Cc1ccc(OC(=O)c2cc(Cl)nc3ccccc23)cc1,-0.3,0.7,-2.9,-10.3,-0.2,-0.9,-1.5,-5.5,-8.3,5.5
CCCCOC(=O)c1ccc(NC(=O)C2CCCO2)cc1 (configuration not stated),-0.4,-1.3,0.8,-12.5,5.6,-7.0,-10.2,-0.6,3.6,0.8
CCOC(=O)c1cnc2c(-c3ccccc3)c(C)nn2c1N,0.0,-3.6,0.9,1.2,1.9,-2.9,1.2,-1.3,-1.7,-1.8
CCN(C[C@H]1N[C@@](C)(C(=O)OC)[C@H]2C(=O)N(Cc3ccccc3)C(=O)[C@@H]12)C(=O)c1ccc(F)cc1,-0.2,3.7,5.5,4.5,3.9,-1.3,-1.9,4.8,9.2,3.9
CC(C)(C)SCCNC(=O)c1ccccc1,0.5,1.2,11.2,-16.4,3.4,7.1,0.6,1.1,10.7,1.4
CN1CCCN(C2C3CC4CC(C3)CC2C4)CC1 (configuration not stated),0.2,-1.1,-2.6,-1.1,6.3,-4.4,-3.0,-1.3,3.4,-1.1
COc1ccc(CN2CCC(Cc3ccccc3)CC2)cc1OC,-0.6,0.2,-1.7,3.4,-6.0,1.9,-9.2,-11.0,9.7,-2.0
CCOC(=O)CSc1nnc(NC(=O)CCc2ccccc2)s1,0.5,0.2,3.8,9.4,8.3,-3.5,0.9,3.1,-2.3,0.5
COC(=O)c1cccc(C(=O)N2CCCC(Nc3ccc(C)c(C)c3)C2)c1 (configuration not stated),0.3,1.7,2.0,4.3,-9.7,-5.5,11.4*,9.5,-9.9,-4.2
COc1ccc(CCNC(=O)C(=O)NCc2ccccc2)cc1OC,1.1,-1.7,-4.4,-3.5,-1.2,10.0,-5.3,-1.7,3.5,-0.1
COc1cccc(=O)c2c(C)n(CC(=O)c3ccccc3)c(C)c12,-0.3,-31.6,-3.4,-0.7,-1.1,-0.2,1.8,-8.5,3.6,51.1*
